beta cell repl: inducers of beta-cell replication in MIN6 cells | MIN6 cells proliferation, ATPlite luminescence, 48 h; cells starved in 0.2% serum; 100% = growth in 10% serum | proliferation, % at 10 µM | 0.29% of 330,000 active;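 active = compounds whose signal lies at least 3.5 SD above the mean of all wells on their plate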;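 also: 0% = DMSO-treated cells in low-serum medium and 100% = 10% serum control; some compounds called inactive have numbers as strong as hits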
NALP3 yeast inh: blocks the NALP3 inflammasome reconstituted in yeast; Yeast reconstituted NLRP3/ASC/caspase-1, beta-gal luminescence, 24 h; inhibition, % at 10 µM; 0.39% of 330,000 active; AID 2825;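 active = inhibition of 50% or more; inactive = inhibition below 50%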;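 also: plate controls were induced DMSO wells for no effect and uninduced yeast grown without galactose for full effect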
A3A deaminase: human APOBEC3A DNA deaminase inhibition; AID 493011; 0.41% of 330,000 active; P31941; recombinant A3A, FAM/TAMRA ssDNA deamination fluorescence; inhibition, % at 20 µM;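 active = at least 40% inhibition at 20 µM here, with at most 30% in a related deaminase screen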;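 also: plate controls were A3A with DMSO for no effect and wells lacking A3A enzyme for full effect; some results filed as inactive read as strong as hits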
Target sequence (P31941 whole entry, looked up): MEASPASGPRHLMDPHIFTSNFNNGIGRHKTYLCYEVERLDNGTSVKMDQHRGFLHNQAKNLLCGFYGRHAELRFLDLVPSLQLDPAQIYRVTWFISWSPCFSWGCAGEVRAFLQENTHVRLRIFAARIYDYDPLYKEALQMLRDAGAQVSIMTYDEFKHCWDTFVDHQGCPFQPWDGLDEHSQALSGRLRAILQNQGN
hIAP block: human IAP inhibition; 0.12% of 330,000 active; purified IAP, CDP-Star luminescence, 30 min; inhibition, % at 10 µM;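 active = inhibition reaching a set limit with compound at 10 µM in the primary screen, cut at about 35% in these data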;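 also: plate controls were DMSO wells with enzyme for no effect and no-enzyme buffer wells for full effect; values of inactives mirror those of a sister screen read the other way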
Target sequence (P09923 whole entry, looked up): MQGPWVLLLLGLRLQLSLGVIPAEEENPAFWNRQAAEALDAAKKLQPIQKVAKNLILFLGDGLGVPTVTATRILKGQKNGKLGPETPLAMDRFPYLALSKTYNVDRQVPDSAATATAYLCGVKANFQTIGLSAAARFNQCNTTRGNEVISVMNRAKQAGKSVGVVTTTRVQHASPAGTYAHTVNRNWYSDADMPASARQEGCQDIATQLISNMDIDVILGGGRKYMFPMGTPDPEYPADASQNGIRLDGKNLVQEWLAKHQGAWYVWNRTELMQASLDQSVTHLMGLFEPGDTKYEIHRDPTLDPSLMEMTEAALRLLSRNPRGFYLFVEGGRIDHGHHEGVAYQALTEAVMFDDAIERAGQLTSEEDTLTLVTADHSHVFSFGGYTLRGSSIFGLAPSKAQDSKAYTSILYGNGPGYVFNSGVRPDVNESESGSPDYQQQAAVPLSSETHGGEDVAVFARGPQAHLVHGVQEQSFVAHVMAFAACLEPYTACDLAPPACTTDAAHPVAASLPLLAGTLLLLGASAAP
A3G deaminase: APOBEC3G (human) deaminase inhibition; Q9HC16; inhibition, % at 20 µM; AID 493012; recombinant A3G, ssDNA deamination FAM/TAMRA fluorescence; 0.28% of 330,000 active;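 active = inhibition of at least 40% at 20 µM, with no more than 30% in the related APOBEC3A deaminase screen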;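 also: plate controls were DMSO wells with A3G for no effect and wells lacking A3G enzyme for full effect; some compounds called inactive have numbers as strong as hits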
mIAP inh: blocks mouse intestinal alkaline phosphatase. AID 2806. 0.2% of 330,000 active. purified mouse IAP, CDP-Star luminescence, 30 min. inhibition, % at 10 µM;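 active = inhibition of at least 40% at 10 µM in the primary screen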;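 also: plate controls were DMSO with enzyme for no effect and no enzyme wells for full effect; values of inactives mirror those of a sister screen read the other way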
SENP1 FRET inh: inhibitors of human SENP1 SUMO protease catalytic domain. Q9P0U3. recombinant SENP1 catalytic domain, CyPet-SUMO1-YPet FRET cleavage. inhibition, % at 10 µM. 0.21% of 360,000 active;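 active = inhibition at least 30% at 10 µM, raw YFP signal under a set limit, fluorescence ratio 0.5 to 1.5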;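 also: 0% = enzyme with DMSO and 100% = no enzyme wells; some results filed as inactive read as strong as hits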
Target sequence (Q9P0U3 419-644 limits assumed): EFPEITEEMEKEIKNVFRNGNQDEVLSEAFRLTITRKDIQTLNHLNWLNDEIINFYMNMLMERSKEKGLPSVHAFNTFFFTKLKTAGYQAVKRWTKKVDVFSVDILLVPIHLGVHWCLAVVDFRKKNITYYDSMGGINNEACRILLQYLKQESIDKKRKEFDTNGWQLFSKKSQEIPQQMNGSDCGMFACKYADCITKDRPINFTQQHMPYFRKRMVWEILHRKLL
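Controls: no-enzyme wells low, DMSO-plus-enzyme wells high control. Test system: human recombinant His6-tagged SENP1 catalytic domain enzyme. Reagent: SFCypet-SUMO1-SFYpet FRET protein substrate, 25 nM final. Doses: one dose per compound, 10 µM, 0.5% DMSO. Detection: FRET, CFP and YFP emission. Timing: 50 min reaction at room temperature.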
hIAP act: human IAP activation; 0.16% of 330,000 active; activation factor at 10 µM; P09923; purified human IAP, CDP-Star luminescence, 30 min; stronger effect = higher value; 1 = vehicle-only enzyme, 0 = enzyme-free background;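 active = activation factor of the enzyme at least 2-fold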; also: the source names both 10 and 20 µM as test concentration; values of inactives mirror those of a sister screen read the other way
mIAP act: mouse IAP activation; activation factor at 10 µM; muIAP, CDP-Star luminescence, 30 min; stronger effect = higher value; 1 = vehicle-only enzyme signal, 0 = enzyme-free wells; 0.24% of 330,000 active; AID 2805;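 active = activation factor of at least 2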; also: the source names both 10 and 20 µM as test concentration; values of inactives mirror those of a sister screen read the other way
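also added = chemiluminescent substrate CDP-Star | test system = mouse IAP enzyme | signal = chemiluminescence readout | compound = DMSO-dissolved test compounds | incubation = 30 min at room temperature | benchmarks = DMSO wells, no-enzyme wells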
Numbers without * were called inactive; / = no result given.

| molecule | beta cell repl | NALP3 yeast inh | A3A deaminase | hIAP block | A3G deaminase | mIAP inh | SENP1 FRET inh | hIAP act | mIAP act |
| --- | --- | --- | --- | --- | --- | --- | --- | --- | --- |
| CN(Cc1nc(-c2cccs2)no1)CC1(N2CCOCC2)CCCCC1 | -4 | -7 | -5 | -17 | -6 | 0 | 3 | 1.2 | 1 |
| CCN(CC)CCN1C(=O)C(=O)/C(=C(/O)c2ccc(OC)cc2)C1c1ccco1 (stereo not given) | 0 | 6 | 2 | 8 | 1 | 4 | -5 | 0.93 | 0.96 |
| O=C(CCc1nc2ccccc2c(=O)[nH]1)OCc1ccc(-c2ccccc2)cc1 | -2 | 6 | 7 | -12 | -5 | -10 | -3 | 1.1 | 1.1 |
| O=C1C2CC=CCC2C(=O)N1CNc1ccccc1 (stereo not given) | -1 | 0 | 8 | -3 | 4 | 8 | 0 | 1 | 0.92 |
| CCOC(=O)c1c(C)n(-c2ccc(F)cc2)c2ccc(O)cc12 | 5 | 7 | -5 | 3 | -7 | 4 | -2 | 0.97 | 0.96 |
| CCOc1ccc(OCC)c(NC(=O)CN(C)S(=O)(=O)c2cccc3nsnc23)c1 | -3 | 3 | -5 | -12 | -5 | 8 | 2 | 1.1 | 0.92 |
| COC(=O)CC1=C(C)C(=O)CC2C(C)(C)CCCC12C (stereo not given) | -1 | 9 | -5 | -3 | -10 | 0 | -1 | 1 | 1 |
| O=C(O)CC1=C(O)C(=O)N(c2ccccc2)C1c1ccccc1 (stereo not given) | -4 | 17 | 0 | -11 | 2 | -2 | -2 | 1.1 | 1 |
| O=S(=O)(Nc1ccc(F)cc1)N1CCCCCC1 | -1 | 9 | -2 | -3 | -8 | -3 | 1 | 1 | 1 |
| CC(=O)Nc1ccc(S(=O)(=O)NCCNc2ccccc2[N+](=O)[O-])cc1 | -2 | -4 | -1 | 17 | -6 | 5 | 3 | 0.83 | 0.95 |
| COc1cc2cc(C)nc(Cc3cccc4ccccc34)c2cc1OC | -5 | 19 | -1 | 12 | -5 | 7 | -9 | 0.88 | 0.93 |
| Cc1ccc(NC(=S)NCCN(C2CCCCC2)C2CCCC2)cc1C | -6 | 10 | 6 | -20 | 17 | -56 | -2 | 1.2 | 1.6 |
| CCOc1ccc2c(=O)c(Oc3ccccc3OCC)coc2c1 | -4 | 23 | 1 | -6 | 2 | -4 | 1 | 1.1 | 1 |
| O=C1CN(S(=O)(=O)c2cc(Cl)ccc2Cl)c2ccccc2N1 | 3 | 22 | 2 | 10 | -8 | 2 | 1 | 0.9 | 0.98 |
| NS(=O)(=O)c1ccc(N/N=C/c2cn(-c3ccccc3)nc2-c2cccs2)cc1 | 0 | 22 | -5 | -19 | -11 | -1 | -7 | 1.2 | 1 |
| COc1ccccc1NC(=O)CCN1C(=O)C2CC=C(Cl)CC2C1=O (stereo not given) | 0 | 12 | -5 | -3 | -8 | 1 | 2 | 1 | 0.99 |
| COc1ccccc1-c1nc(=S)c(C(C)=O)c(C)[nH]1 | -2 | 3 | -7 | -1 | -12 | -6 | 2 | 1 | 1.1 |
| CCOC(=O)N1CCN(C(=O)Cc2ccccc2[N+](=O)[O-])CC1 | -5 | 1 | 0 | 4 | -2 | 5 | 0 | 0.96 | 0.95 |
| OCC1(Cc2ccccc2C(F)(F)F)CCN(Cc2ccccc2)CC1 | 2 | 14 | 1 | -3 | 8 | 3 | -4 | 1 | 0.97 |
| Cc1cc(-c2csc(NC(=O)c3ccc(=O)[nH]c3)n2)c(C)n1Cc1ccco1 | -3 | 2 | 12 | 6 | 27 | 48* | -6 | 0.94 | 0.52 |
| Nc1nonc1-n1nnc(C(=O)N/N=C/c2ccccc2Cl)c1CN1CCOCC1 | -4 | 0 | -1 | 16 | -2 | 1 | 2 | 0.84 | 0.99 |
| COc1cccc(C2C(C(=O)c3cc4ccccc4o3)=C(O)C(=O)N2c2cc(C)on2)c1OC (stereo not given) | -2 | 22 | -3 | -2 | -4 | 5 | -22 | 1 | 0.95 |
| Cc1ccc(Nc2nc(CSc3nnc(-c4ccccc4)n3C)cs2)cc1 | -6 | 12 | -6 | 11 | -12 | 2 | -7 | 0.89 | 0.98 |
| Cn1c(=O)n(CCOc2ccc([N+](=O)[O-])cc2)c2ccccc21 | 0 | 0 | -5 | -15 | -4 | 10 | 2 | 1.2 | 0.9 |
| COc1ccccc1C(=O)NC(CCSC)C(=O)OCC(=O)c1ccc[nH]1 (stereo not given) | 1 | 2 | 1 | 4 | -4 | 3 | -2 | 0.96 | 0.97 |
| CC(=O)N1CCN(c2nc(-c3ccco3)c3c(c2C#N)CC(C)(C)SC3)CC1 | -1 | 4 | 12 | -7 | 5 | 11 | -5 | 1.1 | 0.89 |
| Cc1sc2ncnc(N[C@@H](Cc3c[nH]c4ccccc34)C(=O)O)c2c1C | -2 | 4 | -1 | 7 | -2 | 4 | -6 | 0.93 | 0.96 |
| COC(=O)c1ccc(N=Nc2ccccc2)cc1 | -3 | 17 | 2 | 22 | -13 | 12 | 1 | 0.79 | 0.88 |
| COc1ccccc1N(C(=O)c1snc(C(N)=O)c1N)C(C(=O)NC1CCCC1)c1ccc2ncccc2c1 (stereo not given) | 0 | 16 | -2 | 13 | -5 | 13 | -30 | 0.87 | 0.87 |
| COc1ccc(-n2c(-c3ccco3)nc3c(cnn3-c3ccccc3C)c2=O)cc1 | -2 | -4 | -3 | -10 | -4 | -9 | 1 | 1.1 | 1.1 |
| Nc1ccc(C(=O)OCC(=O)c2cccc([N+](=O)[O-])c2)cc1 | -1 | 8 | -4 | -14 | -5 | -12 | 2 | 1.1 | 1.1 |
| Clc1cccc(OCc2nc(-c3ccncc3)n[nH]2)c1 | -2 | 16 | -2 | 0 | -2 | -1 | 1 | 1 | 1 |
| CCCOc1ccc(S(=O)(=O)N2CCOCC2)cc1[N+](=O)[O-] | -1 | -1 | 1 | 14 | -12 | -7 | 1 | 0.86 | 1.1 |
| CSc1nnc(-c2cc3c(-c4ccccc4)nn(C)c3s2)n1C | 5 | 29 | 1 | 15 | -5 | 1 | 3 | 0.85 | 0.99 |
| Cc1cc(-c2ccc(/C=N/n3cnnc3)o2)c(C)c([N+](=O)[O-])c1 | 2 | 4 | 4 | -2 | -6 | 5 | 2 | 1 | 0.95 |
| CCOc1cc(N2CCOCC2)c(OCC)cc1NC(=O)c1c(C)noc1C | -3 | 25 | 43* | 22 | 6 | -1 | 7 | 0.78 | 1 |
| O=C(O)c1ccc(N=NN2CCCCC2)cc1 | 1 | 23 | -1 | 17 | -3 | 8 | -1 | 0.83 | 0.92 |
| Cc1ccc(-c2cc(-c3ccccc3)[nH]c(=S)c2C#N)cc1 | -6 | -1 | 0 | 3 | -4 | 6 | -1 | 0.97 | 0.94 |
| Cc1cccc(N2CCN(C(=O)c3ccc4nc(N5CCCCC5)sc4c3)CC2)c1C | -6 | 7 | 0 | 12 | -6 | -1 | 2 | 0.89 | 1 |
| S=c1[nH]nc(-c2cccc(Cl)c2)n1Cc1ccccc1 | 2 | 15 | -7 | -12 | 2 | 0 | 1 | 1.1 | 1 |
| COc1cc(C=O)cc(OC)c1OS(=O)(=O)c1ccc(NC(C)=O)cc1 | -3 | 3 | -3 | -21 | 0 | -3 | 4 | 1.2 | 1 |
| COc1ccc(CC(=O)OCC(=O)NCc2ccccc2Cl)cc1 | 1 | 7 | 1 | -1 | -6 | 3 | 3 | 1 | 0.97 |
| Cc1ccc(/C=N/n2c(COc3ccccc3)n[nH]c2=S)o1 | -2 | 13 | -1 | 21 | 29 | 1 | 2 | 0.79 | 0.99 |
| CCOC(=O)CSc1nnc(-c2cccnc2)n1C | -3 | 8 | -3 | -10 | -7 | -11 | -1 | 1.1 | 1.1 |
| CC(C)CC(NS(=O)(=O)c1ccc2c(c1)oc(=O)n2C)C(=O)NCc1cccnc1 (stereo not given) | 0 | 5 | -3 | 6 | -5 | -8 | 2 | 0.94 | 1.1 |
| N#CCC(=O)N1CC2(CC(c3cccc(NC(=O)COc4ccc(Cl)cc4)c3)=NO2)C[C@@H]1C(N)=O (stereo not given in full) | -5 | 3 | -1 | 7 | -11 | -19 | -6 | 0.93 | 1.2 |
| CCOC(=O)N1CCN(c2c(Nc3cc(C)[nH]n3)c(=O)c2=O)CC1 | -1 | -3 | -5 | 18 | -7 | 1 | 1 | 0.82 | 0.99 |
| COc1ccc(/C=N/NC(=O)c2ccc(N(C)S(=O)(=O)c3ccccc3)cc2)cc1OC | 0 | 12 | -1 | 9 | 0 | 2 | 1 | 0.91 | 0.98 |
| Cc1cc(C)n(-c2ccc(C(=O)OCC(=O)NCc3ccco3)cc2)n1 | -1 | 11 | 0 | 2 | -2 | 0 | 0 | 0.98 | 1 |
| O=C(COC(=O)Cc1ccc(Br)cc1)NCc1cccs1 | -1 | 15 | -5 | -16 | 2 | -12 | 3 | 1.2 | 1.1 |
| c1cncc(-c2nnc(-c3ccco3)o2)c1 | -2 | 13 | -6 | -1 | -12 | -1 | 0 | 1 | 1 |
| Cc1ccc(OCC(=O)Nc2ccc(S(=O)(=O)N3CCCCC3)cc2)c([N+](=O)[O-])n1 | 1 | 5 | 4 | 0 | -5 | 5 | -1 | 1 | 0.95 |
| c1ccc(-n2cc(CN3CCC(N4CCOCC4)CC3)c(-c3ccc4c(c3)OCO4)n2)cc1 | -3 | 18 | 3 | -16 | -6 | -2 | 1 | 1.2 | 1 |
| Cc1cc(NC(=O)CSc2nnc(C)o2)no1 | -5 | 4 | -4 | 9 | -6 | 6 | 2 | 0.91 | 0.94 |
| O=C(Nc1ccc(F)cc1F)c1ccc(S(=O)(=O)N2CCCCC2)cc1 | -3 | 17 | -3 | 18 | 23 | -10 | 0 | 0.82 | 1.1 |
| Cc1ccc(C(=O)Nc2nnc(-c3ccc(C(C)(C)C)cc3)s2)cc1 | 1 | 1 | 1 | -2 | 2 | 35 | -2 | 1 | 0.65 |
| COc1ccc(Cl)cc1C(=O)NC(C)C | 2 | -4 | -4 | -10 | -9 | 8 | 1 | 1.1 | 0.92 |
| COc1cccc(COC(=O)C2CCN(S(=O)(=O)c3ccc(Cl)cc3)CC2)c1OC | 2 | 17 | 5 | 12 | -6 | 6 | 2 | 0.88 | 0.94 |
| Clc1cccc(Cl)c1NC1=NCCN1 | -7 | 14 | -1 | -11 | -5 | -10 | / | 1.1 | 1.1 |
| CCOC(=O)c1cccc(NC(=O)Cn2cnc3c2c(=O)n(C)c(=O)n3C)c1 | -4 | -2 | -2 | 4 | -8 | -4 | 2 | 0.96 | 1 |
| COc1ccc(-c2sc3ccc(OC)cc3c2-c2ccc(OC)nc2)cc1 | -6 | 7 | -6 | 10 | -9 | 4 | -1 | 0.9 | 0.96 |
| O=C(CSc1nnc(COc2ccccc2)n1Cc1ccco1)NCc1ccco1 | -2 | -7 | 10 | -10 | 1 | 4 | -8 | 1.1 | 0.96 |

Compound profiles (already shown). Order of screens: beta cell repl | NALP3 yeast inh | A3A deaminase | hIAP block | A3G deaminase | mIAP inh | SENP1 FRET inh | hIAP act | mIAP act
Results for Cc1ccc(/C=N/n2c(COc3ccccc3)n[nH]c2=S)o1 = -2 | 13 | -1 | 21 | 29 | 1 | 2 | 0.79 | 0.99
Results for Cc1ccc(C(=O)Nc2nnc(-c3ccc(C(C)(C)C)cc3)s2)cc1 = 1 | 1 | 1 | -2 | 2 | 35 | -2 | 1 | 0.65

This is a subset. The share of hits here may be higher or lower than overall.
